# IDH1 R132H inh – IDH1 R132H (human) inhibition; O75874; IDH1 R132H reductase, diaphorase/resazurin fluorescence, 60 min; inhibition, % at 10 µM; 70,000 compounds, 0.18% hits; in the data active = inhibition above about 34%;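 note: 0% = DMSO and 100% = no enzyme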
# Target sequence (O75874 whole entry R132H): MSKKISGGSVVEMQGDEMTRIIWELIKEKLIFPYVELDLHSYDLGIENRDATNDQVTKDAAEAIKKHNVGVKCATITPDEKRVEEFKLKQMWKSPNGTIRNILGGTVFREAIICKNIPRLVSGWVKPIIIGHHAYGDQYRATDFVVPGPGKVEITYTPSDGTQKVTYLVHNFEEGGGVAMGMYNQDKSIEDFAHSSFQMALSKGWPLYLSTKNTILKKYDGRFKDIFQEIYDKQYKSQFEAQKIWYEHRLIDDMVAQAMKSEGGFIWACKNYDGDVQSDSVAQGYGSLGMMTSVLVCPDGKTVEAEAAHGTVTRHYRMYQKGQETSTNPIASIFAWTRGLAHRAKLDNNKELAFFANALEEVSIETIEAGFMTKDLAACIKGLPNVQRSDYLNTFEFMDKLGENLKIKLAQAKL
# PRC2 inh – blocks human EZH2/PRC2 H3K27 methylation. Q15910. DELFIA TRF, 1 h. inhibition, % at 12.5 µM. 57,000 compounds, 0.35% hits. AID 651548;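 active = mean inhibition of replicates at least 50% and every single replicate also reaching 50%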;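 note: dimethyl H3K27 on biotinylated H3 21-44 peptide detected by antibody; plate controls were median neutral control wells for no effect and median positive control wells for full effect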
# * hit, by the source's call; . = no result given. A portion of the library. The share of hits here may be higher or lower than overall.
SMILES,IDH1 R132H inh,PRC2 inh
CO[C@H]1CN(C)C(=O)c2cc(NS(=O)(=O)c3ccccc3)ccc2OC[C@H](C)N(C)C[C@H]1C,0.2,8
COc1ccc(NC(=O)N(C)C[C@H]2Oc3ccc(NC(=O)C4CC4)cc3CC(=O)N([C@@H](C)CO)C[C@H]2C)cc1,-0.8,1
C[C@@H]1CCCCO[C@@H](CN(C)Cc2ccccc2)[C@H](C)CN([C@@H](C)CO)C(=O)c2cc(NC(=O)Nc3ccc(C(F)(F)F)cc3)ccc2O1,-4.5,.
C[C@H](CO)N1C[C@H](C)[C@@H](CN(C)C(=O)Nc2ccc3c(c2)OCO3)Oc2ccc(NC(=O)CCC(F)(F)F)cc2CC1=O,0.3,1
O=C(NCc1cccnc1)c1cc2cc(Cl)ccc2oc1=O,0.5,11
O=C(NO)c1cccc(C(=O)N/N=C/C2=CCCCC2)c1,-0.1,-4
CC(C)NC(=O)[C@@]1(c2ccc([N+](=O)[O-])cc2)CC(=O)N(CC23CC4CC(CC(C4)C2)C3)[C@@H]1c1ccc(CO)cc1,.,-1
O=C(NCC(O)CO)[C@]1(Cc2ccccc2)N=C(c2ccc(OCCCO)cc2)O[C@@H]1c1ccccc1 (stereo not given in full),.,3
C[C@H]1CN([C@@H](C)CO)C(=O)c2cc(-c3ccccc3F)cnc2O[C@@H]1CN(C)Cc1ccc(F)cc1,-5.2,-1
C[C@@H]1CCCCO[C@@H](CN(C)C(=O)Nc2ccccc2)[C@H](C)CN([C@@H](C)CO)C(=O)c2cc(NS(=O)(=O)c3ccccc3)ccc2O1,4.5,.
Cc1ccc(S(=O)(=O)N(C)C[C@@H]2Oc3c(NS(=O)(=O)c4ccc(F)cc4)cccc3C(=O)N([C@@H](C)CO)C[C@@H]2C)cc1,-1.6,.
C/C=C/c1ccc2c(c1)O[C@@H](CN(C)C(=O)c1ccc3c(c1)OCO3)[C@H](C)CN([C@@H](C)CO)S2(=O)=O,0.1,-12
c1ccc(CCc2nn3c(COc4ccccc4)nnc3s2)cc1,-0.5,26
C[C@H]1CN([C@@H](C)CO)C(=O)Cc2cc(NS(=O)(=O)c3ccccc3)ccc2O[C@@H]1CN(C)S(=O)(=O)c1cn(C)cn1,-12,.
C[C@H]1CCCCO[C@H](CN(C)C(=O)Nc2ccc(C(F)(F)F)cc2)[C@@H](C)CN([C@@H](C)CO)C(=O)c2cc(NS(=O)(=O)c3ccc(F)cc3)ccc2O1,0.3,.
CNCC[C@@H](Oc1ccccc1C)c1ccccc1,0.1,-11
COc1cc2ccc(=O)oc2c(O)c1OCC=C(C)C,-5.8,-5
CC1CCN(CC(=O)Nc2sc3c(c2C(=O)Nc2ccccc2)CCCC3)CC1,0.6,16
Cc1cc(Cl)ccc1OCC(=O)Nc1ccc(Br)cc1C(=O)O,-2.5,38
COc1cccc(-c2ccc3c(c2)O[C@@H](CN(C)Cc2ccncc2)[C@H](C)CN([C@@H](C)CO)S3(=O)=O)c1,1.2,4
COc1ccccc1-c1cnc2c(c1)C(=O)N([C@@H](C)CO)C[C@@H](C)[C@@H](CN(C)Cc1ccc(C(=O)O)cc1)O2,-0.2,2
Cc1ccc2oc(-c3cccc(NC(=O)COc4ccccc4C)c3C)nc2c1,0.3,20
Cc1ccc(S(=O)(=O)NCC[C@H]2CC[C@H](NC(=O)c3cccc(F)c3)[C@@H](CO)O2)cc1,-0.1,-5
C[C@@H]1CN([C@H](C)CO)C(=O)Cc2cc(NC(=O)C3CC3)ccc2O[C@@H]1CN(C)C(=O)NC1CCCCC1,-2.7,.
COc1ccc(S(=O)(=O)N(C)C[C@H]2Oc3ccc(NC(=O)CCN4CCOCC4)cc3CC(=O)N([C@H](C)CO)C[C@@H]2C)cc1,0.2,.
Cc1ccc(S(=O)(=O)Nc2ccc3c(c2)C(=O)N([C@H](C)CO)C[C@H](C)[C@H](CN(C)CC2CC2)OCCCC[C@H](C)O3)cc1,.,-14
COc1ccc(NC(=O)Nc2ccc3c(c2)CC(=O)N([C@@H](C)CO)C[C@@H](C)[C@@H](CN(C)Cc2ccc(Oc4ccccc4)cc2)O3)cc1,2.9,.
COc1ccc(C(=O)Nc2ccc3c(c2)OC[C@@H](C)N(Cc2cocn2)C[C@@H](C)[C@@H](OC)CN(C)C3=O)cc1,0.3,-6
C[C@H]1CN([C@@H](C)CO)C(=O)c2cc(-c3cncnc3)cnc2O[C@@H]1CN(C)CC1CCCC1,0.4,5
O=C(C[C@@H]1C[C@H]2c3cc(NC(=O)CC4CC4)ccc3O[C@H]2[C@H](CO)O1)NCC1CC1,-0.1,2

# Pulled by structure from the entries so far:
SMILES,IDH1 R132H inh,PRC2 inh
C[C@@H]1CCCCO[C@@H](CN(C)C(=O)Nc2ccccc2)[C@H](C)CN([C@@H](C)CO)C(=O)c2cc(NS(=O)(=O)c3ccccc3)ccc2O1,4.5,.
C[C@H](CO)N1C[C@H](C)[C@@H](CN(C)C(=O)Nc2ccc3c(c2)OCO3)Oc2ccc(NC(=O)CCC(F)(F)F)cc2CC1=O,0.3,1

# The results go on.
SMILES,IDH1 R132H inh,PRC2 inh
CCOc1ccc(-c2nnc(SCC(=O)c3ccccc3N)n2C)cc1,2.1,-3
C[C@@H]1CN([C@@H](C)CO)C(=O)c2cc(NC(=O)Nc3ccc(C(F)(F)F)cc3)ccc2O[C@H]1CN(C)CC1CCCCC1,0.7,.
CCn1nc(C)c(NC(=O)CSc2nnc(-c3ccco3)n2C)c1C,0.6,1
C[C@@H]1CN([C@@H](C)CO)C(=O)c2cccc(NC(=O)Nc3ccc4c(c3)OCO4)c2O[C@@H]1CN(C)C(=O)Nc1cccc2ccccc12,1.0,.
C[C@@H]1CCCCO[C@H](CN(C)C)[C@H](C)CN([C@H](C)CO)C(=O)c2cc(NS(=O)(=O)c3cccs3)ccc2O1,4.0,.
Cc1noc(C)c1NC(=O)Nc1ccc2c(c1)C(=O)N([C@H](C)CO)C[C@@H](C)[C@@H](CN(C)S(=O)(=O)c1ccccc1)OCCCC[C@H](C)O2,-0.7,.
O=C(C[C@H]1C=C[C@@H](NC(=O)CC2CC2)[C@H](CO)O1)NCc1ccc(Cl)cc1,0.1,-6
O=C(C[C@H]1CC[C@H](NS(=O)(=O)c2ccccc2)[C@@H](CO)O1)NCc1ccc(Cl)c(Cl)c1,0.2,1
COc1cccc(S(=O)(=O)N[C@@H]2CC[C@@H](CC(=O)NCc3ccc(F)cc3)O[C@H]2CO)c1,0.1,-6
COc1ccccc1NC(=O)c1sc2ncn(CC(=O)Nc3ccccc3C)c(=O)c2c1C,-0.2,-3
CO[C@H](CN(C)C(=O)c1ccccc1F)[C@@H](C)CN([C@H](C)CO)S(=O)(=O)c1ccc(Cl)cc1,-0.2,-1
Cc1cc(C(=O)Nc2cccc3c2O[C@H](CN(C)C(=O)Nc2ccc(C(F)(F)F)cc2)[C@H](C)CN([C@@H](C)CO)C3=O)n(C)n1,1.0,-3
O=C(Nc1cc(F)ccc1F)N[C@H]1CC[C@@H](CCNC(=O)c2cnccn2)O[C@@H]1CO,-0.3,2
C[C@@H]1CCCCO[C@@H](CN(C)Cc2ccc(Cl)c(Cl)c2)[C@H](C)CN([C@@H](C)CO)C(=O)c2cc(NC(=O)CCC(F)(F)F)ccc2O1,1.3,.
CCCNCC(O)COc1ccccc1C(=O)CCc1ccccc1 (stereo not given),-0.6,.
CO[C@@H]1CN(C)C(=O)c2cc(NC(=O)NC3CCCCC3)ccc2OC[C@@H](C)NC[C@@H]1C,0.0,-1
COc1cccc(C(=O)Nc2ccc3c(c2)OC[C@H](C)N(CC2CC2)C[C@H](C)[C@H](OC)CN(C)C3=O)c1,0.0,-11
Cc1ccc(S(=O)(=O)Nc2ccc3c(c2)C(=O)N([C@H](C)CO)C[C@@H](C)[C@H](CN(C)C(=O)NC2CCCCC2)O3)cc1,0.6,-3
COc1ccc(CN(C)C[C@H]2Oc3c(NC(=O)Nc4ccc(C(F)(F)F)cc4)cccc3C(=O)N([C@H](C)CO)C[C@@H]2C)cc1,1.1,-10
C[C@H](CO)N1C[C@H](C)[C@H](CN(C)Cc2ccccc2)Oc2ccc(NS(=O)(=O)c3cccs3)cc2C1=O,-0.6,8
COc1ccccc1NC(=O)CSc1n[nH]c(-c2ccncc2)n1,-0.3,-1
CO[C@@H]1CN(C)C(=O)c2cc(NC(=O)Nc3ccccc3)ccc2OC[C@@H](C)N(C(=O)Nc2c(C)noc2C)C[C@@H]1C,0.0,-5
CO[C@@H]1CN(C)C(=O)c2cc(NC(=O)Cc3ccccc3)ccc2OC[C@H](C)N(C(=O)c2ccccc2F)C[C@H]1C,0.4,14
O=C(O)CNS(=O)(=O)c1ccc(-c2ccccc2)cc1,0.1,-2
COc1ccccc1-c1cnc2c(c1)C(=O)N([C@H](C)CO)C[C@H](C)[C@@H](CN(C)C(=O)c1cccnc1)O2,.,5
CC(C)(C)OC(=O)N1C[C@@H]2C(NC(=O)c3nsc(Cl)c3Cl)[C@@H]2C1 (stereo not given in full),-2.1,5
CN1CCN(CCCN2c3ccccc3Sc3ccc(Cl)cc32)CC1,0.4,-22
Cc1noc(C)c1NC(=O)Nc1ccc2c(c1)CC(=O)N([C@H](C)CO)C[C@@H](C)[C@H](CN(C)C)O2,-1.1,.
Nc1cc(=O)[nH]c(SCC(=O)Nc2ccc(Br)cc2Cl)n1,0.3,-9
O=C(C[C@H]1C=C[C@H](NC(=O)Nc2cc(F)ccc2F)[C@@H](CO)O1)Nc1ccccc1,0.4,4

# Whole records from above. Screens in order: IDH1 R132H inh	PRC2 inh
# Record of `C[C@@H]1CN([C@@H](C)CO)C(=O)c2cc(NC(=O)Nc3ccc(C(F)(F)F)cc3)ccc2O[C@H]1CN(C)CC1CCCCC1` = 0.7	.
# Record of `CO[C@H](CN(C)C(=O)c1ccccc1F)[C@@H](C)CN([C@H](C)CO)S(=O)(=O)c1ccc(Cl)cc1` = -0.2	-1

# Other compounds follow:
SMILES,IDH1 R132H inh,PRC2 inh
CCC(=O)N[C@H]1C=C[C@H](CC(=O)OC)O[C@H]1CO,0.4,2
CC(C)C#Cc1ccc2c(c1)O[C@@H](CN(C)C(=O)c1cccnc1)[C@H](C)CN([C@H](C)CO)S2(=O)=O,19,1
C[C@@H]1CN([C@@H](C)CO)C(=O)Cc2cc(NC(=O)C3CCCCC3)ccc2O[C@@H]1CN(C)S(C)(=O)=O,2.1,-9
CCCC#Cc1ccc2c(c1)O[C@H](CN(C)C(=O)NC(C)C)[C@@H](C)CN([C@@H](C)CO)S2(=O)=O,-7.1,-15
CCCNC(=O)N(C)C[C@H]1Oc2cc(C#Cc3cccc(F)c3)ccc2S(=O)(=O)N([C@@H](C)CO)C[C@H]1C,0.6,-12
CO[C@@H]1CN(C)C(=O)c2ccc(NC(=O)c3ccc(F)cc3)cc2OC[C@@H](C)N(C(=O)c2ccc(F)cc2)C[C@@H]1C,-0.6,-3
C/C=C/c1cnc2c(c1)C(=O)N([C@@H](C)CO)C[C@@H](C)[C@@H](CN(C)C(=O)C1CCOCC1)O2,0.2,12
O=C1C(=O)N(CCN2CCOCC2)C(c2ccncc2)C1C(=O)c1cc2ccccc2o1 (stereo not given),0.2,16
COc1ccc(OC)c(S(=O)(=O)Nc2cc(OC)c(Cl)cc2OC)c1,-0.1,11
C[C@@H]1CN([C@H](C)CO)C(=O)c2cc(/C=C/c3ccccc3)cnc2O[C@H]1CN(C)C(=O)Cc1ccccn1,-4.4,.
C[C@H](CO)N1C[C@H](C)[C@H](CN(C)C(=O)Nc2ccc(F)cc2)Oc2c(NC(=O)c3ccncc3)cccc2C1=O,.,1
C[C@@H]1CN([C@H](C)CO)C(=O)Cc2cc(NS(=O)(=O)c3cn(C)cn3)ccc2O[C@H]1CN(C)Cc1ccc(C(=O)O)cc1,4.0,.
C[C@@H]1CN([C@@H](C)CO)C(=O)c2cc(NC(=O)Cc3ccccc3)ccc2O[C@H]1CN(C)Cc1ccc(C(=O)Nc2ccccc2N)cc1,.,-19
CNC[C@@H]1OCCCC[C@H](C)Oc2ccc(NC(=O)c3ccncc3)cc2C(=O)N([C@@H](C)CO)C[C@H]1C,1.5,6
COc1ccc(-c2cnc3c(c2)C(=O)N([C@@H](C)CO)C[C@H](C)[C@@H](CN(C)Cc2cccnc2)O3)cc1,-0.1,.
Cc1noc(C)c1NC(=O)Nc1ccc2c(c1)CC(=O)N([C@@H](C)CO)C[C@@H](C)[C@H](CN(C)Cc1ccccc1)O2,0.2,7
C[C@H]1CCCCO[C@@H](CN(C)S(=O)(=O)c2ccccc2)[C@@H](C)CN([C@@H](C)CO)C(=O)c2cc(NC(=O)c3ccccc3)ccc2O1,1.6,.
Cc1noc(C)c1S(=O)(=O)N(C)C[C@H]1OCc2ccccc2-c2c(n(C)c3ccccc23)C(=O)N([C@H](C)CO)C[C@H]1C,-0.3,-21
CCOC(=O)c1ccc(NC(=O)C2C3CCC(C3=C(C)C)C2C(=O)O)cc1 (stereo not given),-0.7,11
COc1ccc(NC(=O)O[C@H]2[C@H](OC(=O)Nc3ccccc3-c3ccccc3)[C@H](OC(=O)Nc3ccccc3-c3ccccc3)[C@@H](OC)O[C@@H]2CO)cc1,.,-11
C[C@@H](NC(=O)C[C@@H]1CC[C@@H](NC(=O)c2cccnc2)[C@@H](CO)O1)c1ccccc1,0.6,11

# Taken from above.
# IDH1 R132H inh, `C[C@@H]1CN([C@H](C)CO)C(=O)c2cc(/C=C/c3ccccc3)cnc2O[C@H]1CN(C)C(=O)Cc1ccccn1` : -4.4
# PRC2 inh, `C[C@@H](NC(=O)C[C@@H]1CC[C@@H](NC(=O)c2cccnc2)[C@@H](CO)O1)c1ccccc1` : 11
